# ssDAF12 agonist = activators of S. stercoralis DAF-12 nuclear receptor. HEK293 ssDAF-12/GRIP1 lit1-tk-luc reporter, luminescence; % of 3 µM dafachronic acid response. activation, % at 6.8 µM. 370,000 compounds, 1% hits. AID 652126;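 active = activation above the mean over all tested compounds plus 3 SD, cut at about 0.9% in these data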;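 note: 0% = DMSO-only wells and 100% = 3 µM delta7-dafachronic acid wells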
# SMARCA2 activ = SMARCA2 function activation, primary screen. MG213 cells, MMTV-luciferase reporter, dexamethasone, overnight. activation, % at 9.1 µM. 370,000 compounds, 1% hits. AID 652017; in the data active = activation above about 7.8%;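 note: 0% = vehicle wells and 100% = reference activator wells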
# PLC-beta3 inh = blocks human PLC-beta3 enzyme activity; AID 720704; Purified PLC-beta3, fluorogenic substrate, fluorescence; 370,000 compounds, 0.18% hits; Q01970; inhibition, % at 12.2 µM; in the data active = inhibition above about 11%;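 note: 0% = median of compound wells on plate and 100% = full blocker control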
# DAX1 inh-1 = blocks DAX1 repression of SF-1 activated StAR promoter; HEK293T StAR-luciferase reporter, SF-1/DAX-1 repression relief; inhibition, % at 6.8 µM; 370,000 compounds, 1.1% hits; AID 652010;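 active = inhibition above the mean over all tested compounds plus 3 SD, cut at about 3.6% in these data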;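 note: 0% = DAX-1 cells with DMSO and 100% = cells lacking DAX-1 with DMSO; higher inhibition means more luminescence from relief of DAX-1 repression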
# PLC-gamma1 inh = blocks human PLC-gamma1 enzyme activity; purified PLC-gamma1, fluorogenic substrate, fluorescence; inhibition, % at 12.2 µM; 370,000 compounds, 0.84% hits; AID 720700; in the data active = inhibition above about 9.5%
# MBD2 inh = MBD2-methylated oligo binding inhibition | TR-FRET, MBD2 binding to methylated oligonucleotide | Q9UBB5 | 370,000 compounds, 0.31% hits | AID 686964 | inhibition, % at 4.4 µM; in the data active = inhibition above about 13%
# Target sequence (Q9UBB5 whole entry, looked up): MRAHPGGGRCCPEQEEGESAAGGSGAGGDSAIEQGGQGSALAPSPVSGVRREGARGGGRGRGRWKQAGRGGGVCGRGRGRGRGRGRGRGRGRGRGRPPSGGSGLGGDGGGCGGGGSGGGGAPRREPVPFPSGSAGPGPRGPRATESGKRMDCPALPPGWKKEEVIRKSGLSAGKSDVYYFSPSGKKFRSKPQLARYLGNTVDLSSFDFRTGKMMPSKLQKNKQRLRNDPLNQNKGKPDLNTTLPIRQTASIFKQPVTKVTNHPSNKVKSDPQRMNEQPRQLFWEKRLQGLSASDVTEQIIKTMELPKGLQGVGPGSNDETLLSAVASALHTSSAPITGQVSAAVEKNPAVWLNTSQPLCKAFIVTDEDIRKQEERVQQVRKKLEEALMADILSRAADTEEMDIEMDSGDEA
# hgDAF-12 ag = agonists of H. glycines DAF-12 nuclear receptor; HEK293 GAL4-hgDAF12 UAS-luciferase reporter, agonist luminescence; normalized to butyrate control; activation, % at 6.8 µM; 370,000 compounds, 1.8% hits; AID 687014;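 active = activation above a cutoff set at the mean of all screened compounds plus 3 SD, cut at about 10% in these data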;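 note: 0% = DMSO wells and 100% = sodium butyrate wells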
# hcDAF-12 act = activators of H. contortus DAF-12 nuclear receptor; activation, % at 6.8 µM; HEK293 hcDAF-12 lit1-tk-luc reporter, luminescence; 0% DMSO, 100% Δ7-dafachronic acid; AID 652067; 370,000 compounds, 1.4% hits;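 active = activation above the mean of all tested compounds plus 3 SD, cut at about 5.5% in these data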;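 note: 100% = response to 3 µM Δ7-dafachronic acid high control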
# DAX1 inh-2 = NR0B1 (DAX1) inhibition | P51843 | HEK293 Gal4-DAX1 luciferase reporter, luminescence | inhibition, % at 6.75 µM | 340,000 compounds, 0.99% hits | AID 504766;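 active = inhibition above the mean over all tested compounds plus 3 SD, cut at about 4.2% in these data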;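 note: 0% = DAX1-transfected cells with DMSO and 100% = empty-vector control cells with DMSO; inhibition shows as a rise in luminescence from relieved DAX1 repression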
# ADAM17 inh = inhibits human ADAM17; recombinant ADAM17, EDANS/DABCYL FRET peptide cleavage; inhibition, % at 6.95 µM; 370,000 compounds, 0.83% hits; AID 720648;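 active = inhibition above the mean of compounds lying between control limits plus 3 SD, set per campaign, cut at about 8.5% in these data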;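 note: 0% = DMSO-only wells as the low control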
# Target sequence (P78536 215-824 limits assumed): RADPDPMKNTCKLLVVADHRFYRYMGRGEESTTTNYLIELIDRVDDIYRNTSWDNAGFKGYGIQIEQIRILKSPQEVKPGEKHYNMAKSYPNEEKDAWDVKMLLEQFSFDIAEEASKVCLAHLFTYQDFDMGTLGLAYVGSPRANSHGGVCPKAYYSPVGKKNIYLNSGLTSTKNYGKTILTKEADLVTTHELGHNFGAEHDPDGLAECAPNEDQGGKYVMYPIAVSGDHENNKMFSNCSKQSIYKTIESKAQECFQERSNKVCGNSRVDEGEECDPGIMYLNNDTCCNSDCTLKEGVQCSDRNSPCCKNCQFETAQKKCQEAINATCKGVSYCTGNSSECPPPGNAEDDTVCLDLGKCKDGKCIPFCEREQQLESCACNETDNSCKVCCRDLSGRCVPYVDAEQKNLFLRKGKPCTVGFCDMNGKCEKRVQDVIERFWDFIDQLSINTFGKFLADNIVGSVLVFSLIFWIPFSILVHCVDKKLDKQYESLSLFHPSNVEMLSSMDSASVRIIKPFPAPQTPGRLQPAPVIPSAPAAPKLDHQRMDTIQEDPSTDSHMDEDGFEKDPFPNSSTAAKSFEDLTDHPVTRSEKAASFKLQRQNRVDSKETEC
# NR1D1 modulator = modulates human Rev-erb alpha binding to DNA | 370,000 compounds, 0.79% hits | Rev-erbα–FITC-DNA binding, fluorescence polarization, 90 min | activity, % at 10 µM | AID 1259318;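 active = activity above about 14%, limit read from the data; passing the limit was not always enough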;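 note: 0% = DMSO wells with 35 nM protein and 100% = DMSO wells with 750 nM protein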
# * marks the source's active call; other numbers are inactive results; i = inactive; nt = no result given; & = joins results of further samples. Hits appear at their usual frequency; any-hit rate near 7.4%.
SMILES,ssDAF12 agonist,SMARCA2 activ,PLC-beta3 inh,DAX1 inh-1,PLC-gamma1 inh,MBD2 inh,hgDAF-12 ag,hcDAF-12 act,DAX1 inh-2,ADAM17 inh,NR1D1 modulator
Cc1onc(-c2ccccc2Cl)c1C(=O)OCC(=O)N1CCN(c2ccccc2)CC1,-1.1,-2.3,-3.0,1.6,6.8,-1.4,-2.2,-1.4,-0.2,6.4,-2.7
COc1cc(C(=O)N/N=C/c2coc3ccc(Cl)cc3c2=O)ccc1O,-1.6,0.3,-7.6,-0.1,-2.1,-0.3,1.9,1.5,-0.1,-0.7,-5.5
CC(CCC(=O)O)C1CCC2C3CC(O)C4CC(O)CC[C@]4(C)C3CCC12C (some centres undefined),-1.4,1.2,7.3,0.1,7.8,-7.3,1.2,-1.0,2.3,0.8,-5.9
O=C1CC(Nc2ccccc2)C(=O)N1CCc1ccccc1 (centres undefined),-1.4,3.0,1.1,-0.5,1.3,-3.7,-1.2,-1.5,-0.1,0.7,2.0
CC(C)(Sc1cc(C(C)(C)C)c(O)c(C(C)(C)C)c1)Sc1cc(C(C)(C)C)c(O)c(C(C)(C)C)c1,-1.5,-5.3,-5.6,-0.5,-3.4,0.9,4.7,-0.4,0.9,-2.4,1.5&-9.2
C(=N\n1cnnc1)/c1ccccc1OCCOc1ccccc1,-1.0,1.7,2.6,0.8,0.9,-4.4,5.5,-1.1,-0.1,2.5,-3.5
O=C(CCNC(=O)Cn1ccc2ccccc2c1=O)NCC1CCCC1c1ccccc1 (centres undefined),-1.4,-1.5,-1.9,-1.0,1.7,4.3,-1.4,-1.1,2.3,-4.7,5.7
Cc1cc(C)c2oc(C(=O)Nc3ccc(S(=O)(=O)N4CCC(C)CC4)cc3)cc(=O)c2c1,-1.6,-0.1,3.1,0.1,1.4,-1.0,-1.0,-0.1,-1.1,-0.8,8.7
CCN(CC)C(=O)C(=O)N/N=C/c1cccs1,-0.7,1.2,-13.6,0.8,-14.5,8.8,-1.0,1.4,-0.3,2.4,-1.0
O=C(NCCCc1ccccc1)c1cccc([N+](=O)[O-])c1,-1.4,-2.1,-0.5,0.1,0.2,0.8,-0.6,-1.1,0.3,-2.6,0.1
CCc1cc2c(nc1CC)CCCN2Cc1ccccc1C(F)(F)F,-1.9,-3.6,-254.4,-2.5,-218.5,-7.0,-1.9,-0.8,nt,-47.5,0.6
CCCCOc1ccc2c(c1)C(=O)c1cc(O)ccc1-2,-0.7,4.6,0.7,1.6,3.5,-1.6,10.8*,1.4,1.3,3.2,7.9
CN1C=CC=C/C1=C1\SC(=S)N(Cc2ccccc2)C1=O,-0.9,-2.7,3.6,0.1,1.7,-5.2,1.5,-1.4,-0.3,-2.2,2.8
CCOc1ccc(NC(=O)CN2C(=O)CSc3ccc(S(=O)(=O)N4CCCC4)cc32)cc1,-1.4,0.1,-5.2,-0.2,2.0,-2.5,-2.5,2.2,-0.2,0.1,-4.6
CN1CCN(c2ccc(NC(=O)c3cccc(OCc4ccccc4)c3)cc2)CC1,-0.9,6.5,1.3,-1.6,-0.8,-7.3,5.8,2.4,1.3,-1.2,1.4
NC(c1csc(NC(=O)Nc2cccc(Cl)c2)n1)c1ccccc1Cl (centres undefined),-1.6,0.0,8.7,-0.5,4.0,-3.9,-1.1,-1.8,nt,4.3,-4.2
COc1cc(/C=N/Nc2ccc(C)cc2)cc(Br)c1O,-0.3,-0.3,-19.3,0.4,-17.5,-5.0,-1.1,0.9,0.1,-2.6,-0.3
O=S(=O)(NC(=S)NC1CCCCC1)c1ccc(Br)cc1,-1.4,-2.4,2.0,-0.1,-0.7,-4.7,-2.9,-1.7,0.1,-0.5,7.0
COc1ccc(C(=O)COC(=O)CCN2C(=O)C3CC=CCC3C2=O)c(OC)c1 (centres undefined),-1.1,-4.4,-9.2,2.2,-3.2,-3.0,-1.3,1.2,-0.2,3.3,4.3
COCCCNC(=S)NNC(=S)Nc1ccc(F)cc1F,-0.2,2.4,-0.7,0.9,2.4,2.6,7.2,2.0,-0.7,-2.5,-2.4
COc1ccc2cc(Br)ccc2c1CC(=O)NC(C)(C)C,-1.6,-2.6,1.3,-0.7,0.1,-1.8,1.1,-2.1,-1.0,-0.3,4.9
Cc1ccccc1C(=O)Nc1nc(-c2cccnc2)cs1,-0.7,-1.9,-21.8,-0.4,-8.4,-4.8,-1.2,2.8,0.4,-3.8,-10.8
CCOc1ccc(N2Nc3n[nH]c(N)c3N2)cc1,-1.3,3.2,4.0,0.3,8.0,-7.9,1.0,0.8,0.6,3.8,-1.1
CCc1ccc(CNC(=O)c2ccc(OC)c(OC3CCN(C(C)C)CC3)c2)nc1,-0.8,3.8,-3.4,0.0,2.7,-1.4,2.7,-1.4,0.6,0.3,-0.3
Cc1ccc(N2CCN(CC(O)COc3cccc(C)c3)CC2)cc1 (centres undefined),-1.3,-1.4,-3.9,0.1,4.0,1.7,0.5,0.2,-0.1,-0.2,1.0
Cc1ncoc1C(=O)N1CCCC(C(=O)c2cccc3ccccc23)C1 (centres undefined),-1.6,-2.5,-4.8,-0.2,2.5,2.2,-2.1,0.9,0.1,-0.8,0.0
Cc1ccc(NC(=O)COC(=O)c2c(-c3ccccc3)noc2C)c(C)c1,-1.4,0.0,-0.4,-1.8,2.3,-6.9,-0.3,-0.6,1.1,1.6,4.7
Cc1ccc(-c2noc(C3CCCN(C(=O)c4ccc(Cl)cc4)C3)n2)o1 (centres undefined),-1.1,-3.8,-3.0,-0.3,1.6,-2.8,-2.6,-2.5,-1.7,3.9,-1.5
Cc1nn2c(-n3ccnc3C)c3c(nc2c1-c1ccccc1)CCC3,-2.0,-2.5,-6.5,0.3,-2.6,6.2,-2.9,-1.5,-1.7,0.0,-0.6
COc1ccc(C2Nc3ccccc3C(=O)N2NC(C)=O)cc1OC (centres undefined),-1.1,2.3,-470.2,0.7,-388.3,-1.0,-1.7,-1.1,2.0,-238.3,-1.2
OC(CN1CCOCC1)(c1ccccc1)c1ccccn1 (centres undefined),-0.7,-0.9,-5.4,0.5,3.0,-5.2,-1.5,-0.2,-0.2,-5.2,-5.3
Cn1cnnc1SCC(=O)Nc1ccc(F)cc1F,-1.1,-0.1,1.2,0.7,1.2,1.2,-3.2,-0.8,0.0,-3.9,-2.7
CC1(C)CC(=O)C=C(Nc2ccccc2NC(=O)c2cc(F)ccc2F)C1,-1.4,-4.0,-1.9,-1.5,0.7,-2.3,-1.1,-0.2,nt,-5.6,-3.7
Cc1ccc(C(C)(O)CS(=O)(=O)Cc2ccccc2)cc1 (centres undefined),-1.4,2.1,-0.3,0.0,0.1,-3.8,-1.2,1.4,0.5,-2.6,6.7
CCOC(=O)C1=C(C)NC(=NC)SC1c1ccccc1 (centres undefined),-1.3,-2.8,-0.9,-0.1,0.9,2.3,-1.2,0.1,0.1,-3.3,-1.2
O=C(CSc1ccccc1C(=O)O)NCc1ccco1,-1.0,3.1,-1.5,-0.4,-3.4,-4.8,0.8,-1.1,0.6,-3.4,-1.1
COc1ccccc1/C=C(/CC(=O)NCc1ccc2c(c1)OCO2)c1nc2ccccc2s1,0.8,-2.5,-15.2,-0.4,-10.4,3.6,0.6,3.7,-1.1,-2.8,3.1
COc1ccc(/C=N/Nc2ncnc3c2[nH]c2ccccc23)c(OC)c1OC,-0.7,1.6,-23.3,0.5,-23.9,-2.5,-2.2,4.7,0.6,-7.8,-23.8
O=C(c1ccccc1)N1CCN(c2nc3ccc([N+](=O)[O-])cc3s2)CC1,-1.6,-2.7,-0.5,-0.1,-1.4,-0.7,-1.4,-0.9,-2.8,0.3,7.6
CCCc1c(-c2ccc(F)cc2)ncn1CCc1ccccc1OC,-1.8,-5.5,1.0,-1.0,0.4,-2.3,0.0,-1.9,nt,2.7,-0.4
CCC(CC)C(=O)N1N=C(c2ccc(NS(C)(=O)=O)cc2)CC1c1ccccc1 (centres undefined),-1.8,-2.1,-100.7,-0.7,-63.8,3.1,7.9,-3.4,-0.5,i,4.1
O=C1CC(C(=O)Nc2cccc(F)c2)n2c(nc3ccccc32)N1 (centres undefined),-1.5,-4.4,-7.7,-0.5,2.2,2.0,-5.1,-0.7,4.0,-4.2,6.3
CCCOC(=O)c1c(-c2ccc(OC)cc2)oc2ccc(-c3ccc(OC)nc3)cc12,-1.1,0.5,-15.9,0.2,-10.3,0.0,1.1,-1.3,1.4,-4.9,-2.8
O=C1C[C@H]2CCCCC(=O)N3CC[C@@H](C1)[C@@H]23,-1.2,-3.2,4.4,2.0,2.0,4.3,2.4,1.2,-0.1,-1.2,0.9
OC[C@@H]1CN(Cc2ccccc2)C[C@H](n2cnc3c(NCc4ccc(F)cc4)ncnc32)O1,-0.5,2.0,-39.9,0.6,-30.1,-1.6,8.7,-0.3,nt,-6.7,0.2
COc1ccc(CCNC(=O)c2oc3ccccc3c2C)cc1,-1.4,-0.3,-3.2,-0.1,-1.7,-0.3,1.6,-2.4,0.9,-5.8,5.1
c1ccc2c(c1)CCN(c1nc3cc4c(cc3s1)OCO4)C2,2.2*,0.2,-16.4,4.2*,-13.1,0.8,13.9*,8.8*,3.0,-4.8,-2.0
Cc1c(C=O)c2ccccc2n1CCOc1ccccc1,-2.4,-3.2,-9.7,-1.1,-0.1,7.2,-0.8,-3.9,-2.1,-2.1,0.8
CCCNC(=O)c1onc(CSc2cccc(OC)c2)c1C(=O)NCCC,-1.1,-0.9,4.8,0.1,7.2,-2.8,-1.7,-2.4,-1.0,0.7,2.8

# 4 entries from above, as tab-separated lines:
structure	ssDAF12 agonist	SMARCA2 activ	PLC-beta3 inh	DAX1 inh-1	PLC-gamma1 inh	MBD2 inh	hgDAF-12 ag	hcDAF-12 act	DAX1 inh-2	ADAM17 inh	NR1D1 modulator
CCCOC(=O)c1c(-c2ccc(OC)cc2)oc2ccc(-c3ccc(OC)nc3)cc12	-1.1	0.5	-15.9	0.2	-10.3	0.0	1.1	-1.3	1.4	-4.9	-2.8
O=C1C[C@H]2CCCCC(=O)N3CC[C@@H](C1)[C@@H]23	-1.2	-3.2	4.4	2.0	2.0	4.3	2.4	1.2	-0.1	-1.2	0.9
OC[C@@H]1CN(Cc2ccccc2)C[C@H](n2cnc3c(NCc4ccc(F)cc4)ncnc32)O1	-0.5	2.0	-39.9	0.6	-30.1	-1.6	8.7	-0.3	nt	-6.7	0.2
COc1ccc(CCNC(=O)c2oc3ccccc3c2C)cc1	-1.4	-0.3	-3.2	-0.1	-1.7	-0.3	1.6	-2.4	0.9	-5.8	5.1

# Single entries from the entries so far.
# `CN1C=CC=C/C1=C1\SC(=S)N(Cc2ccccc2)C1=O` | MBD2 inh: -5.2
# `COc1ccc(C2Nc3ccccc3C(=O)N2NC(C)=O)cc1OC` (centres undefined) | PLC-gamma1 inh: -388.3

# Bioassay records as filed in PubChem BioAssay.
